Assay outcomes (PubChem)
Mm-Cpn inhibitor = inhibitors of Methanococcus maripaludis chaperonin (MmCpn); Potency, µM (top dose mostly 76.9 µM), for inactives: at the highest dose activity, negative = inhibition, actives largely listed as inhibitors; purified Mm-Cpn ATPase, ADP Transcreener TR-FRET; hit rate 0.031% among 330,000; note: potency is the fitted concentration of half-maximal effect; % is set by controls: 0 for no effect and ±100 for the full control effect; nearly all actives have a fitted effect of over 80% in size
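Eu-cryptate anti-ADP/ADP-d2 competition gives a ratio inversely related to ADP. Enzyme at 25 nM was pre-exposed to compound for 10 min, then given 10 uM ATP for 30 min, 37°C throughout.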
Nrf2 ARE act = activates Nrf2 signaling; AREc32 ARE-luciferase reporter (MCF7-derived line), luminescence, 24 h; Potency, µM (top dose mostly 46.1 µM), for inactives: top-dose activation, usual class: activators; hit rate 0.31% among 410,000; note: potency is the fitted concentration of half-maximal effect; % of control where 0% means no effect; nearly all actives have a fitted effect of over 65% in size
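Nrf2 activation is followed as ARE-luciferase induction in the AREc32 line after one day of compound treatment; luminescence is read with Steady-Glo.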
A549 viability = A549 cytotoxicity, counter-screen for Nrf2 inhibitors; AID 504648; A549 ARE-Fluc cells, CellTiter-Fluor viability, 18-24 h; Potency, µM (titrated, usually from 46 µM), for the others: at the top dose activity change, negative = cytotoxicity, actives largely listed as inhibitors; hit rate 0.16% among 390,000; note: potency is the fitted concentration of half-maximal effect; % is set by controls: 0 for no effect and ±100 for the full control effect
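A549 ARE-Fluc cells in 5% FBS OPTI-MEM, 5000 cells/well, rested 2 h then exposed to compounds in concentration-response for 18-24 h at 37 °C. Viability by CellTiter-Fluor fluorescence (Ex 405/Em 525) after 30 min; luciferase luminescence (BugLite, 15 min, RT) read afterwards.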
CCT modulator = changes cytosolic chaperonin activity; purified chaperonin ATPase assay, HTRF ADP detection, 30 min; activity change, % (no concentration beside the values), hits read low; hit rate 0.3% among 360,000; AID 651819; in the data active = activity change below about -30%; note: % is set by controls: 0 for no effect and ±100 for the full control effect
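ATPase activity: ADP formed was measured by HTRF Transcreener (665/615 nm ratio) after 30 min at 37 deg C with 10 uM ATP. Compounds screened at one 76 uM concentration against 40 or 20 nM TRiC in Tris pH 7.4/KCl/MgCl2/DTT buffer.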
HepG2 tox = HepG2 cytotoxicity, counter-screen for TGF-b inhibitors; HepG2 CAGA-GFP viability, ATP luminescence, 18 h; Potency, µM (series often up to 46.1 µM), for the others: at the highest dose activity change, negative = cytotoxicity, most hits filed as cytotoxic; hit rate 0.76% among 410,000; AID 588856; note: potency is the fitted concentration of half-maximal effect; some results filed as inactive show a strong effect at the top dose
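HepG2 CAGA-GFP cells (1000/well, DMEM with 1% FBS) received compound, then TGF-beta at 500 pg/mL final, and were incubated 18 hours at 37 degrees C. Viability was read by CellTiter-Glo luminescence. Media-only wells were set as complete cell-killing and DMSO as no toxicity.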
pAkt inh = Akt phosphorylation inhibition | Neuro2A IGF-stimulated pAkt S473 HTRF, 20 min; hits give low values | activity change, % for hits at 50 µM | hit rate 0.32% among 360,000 | AID 651550; in the data active = activity change below about -80%; inconclusive = mostly about -51% to -80%; note: % is set by controls: 0 for no effect and ±100 for the full control effect
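Single-point screen (50 µM final compound) in Neuro2A cells stimulated 20 min with 6 nM IGF at 37 deg C. After lysis, Ser473-phosphorylated Akt read by HTRF (ex 330 nm, em 615/665 nm) as the 665/615 ratio.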
Abeta yeast res = compounds reversing amyloid beta toxicity in yeast. hit rate 0.063% among 410,000. AID 1347071. Potency, µM (doses to about 46.1 µM), for inactives: at the highest dose growth rescue, hits mostly activators. yeast expressing A-beta42, growth rescue, OD600, 48 h; response scale: 0% DMSO, 100% iron-clioquinol control; note: potency is the fitted concentration of half-maximal effect; nearly all actives have a fitted effect of over 55% in size
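Yeast A-beta toxicity model in growth medium with pinned compounds, 48 h at 30 C; growth read as absorbance at 600 nm. Normalized to FeCl3/clioquinol equimolar mix (positive) and DMSO (negative).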
TGFb SMAD3 inh = TGF-b pathway inhibition; HepG2 CAGA-GFP TGF-b/SMAD3 reporter, GFP fluorescence, 18 h; TGF-beta stimulated, 500 pg/mL final; Potency, µM (titrated, usually from 46.1 µM), without a hit: top-dose activity, negative = inhibition, usual class: inhibitors; hit rate 1.2% among 410,000; note: potency is the fitted concentration of half-maximal effect; % is set by controls: 0 for no effect and ±100 for the full control effect; nearly all actives have a fitted effect of over 65% in size
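Inhibition was scored as loss of TGF-beta-induced (500 pg/mL final, 18 hours, 37 degrees C) GFP in HEPG2 cells carrying a CAGA-GFP reporter, in DMEM with 1% FBS. Well GFP was summed per cell; Activity was normalised to unstimulated and stimulated DMSO wells, then concentration-response fitting.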
Nrf2 inh = inhibitors of Nrf2 signaling. A549 ARE-Fluc reporter, luciferase luminescence, 18-24 h. Potency, µM (titrated, usually from 46 µM), inactives show top-dose activity change, negative = inhibition, hits mostly inhibitors. hit rate 2.1% among 360,000. AID 504444; note: potency is the fitted concentration of half-maximal effect; % is set by controls: 0 for no effect and ±100 for the full control effect; nearly all actives have a fitted effect of over 60% in size
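Cells were seeded and rested 2 h, then exposed to compounds for 18-24 h. CellTiter-Fluor was read first as a viability measure. BugLite was added 15 min before the final luminescent read of ARE-luciferase activity in A549 cells.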
Active calls of the source: *; i = inactive; ? = inconclusive; . = no result given; & = joins results of further samples; [ ] = another dose, or the depositor's remark. Unless noted, calls come from the whole dose curve; as a rule, active = well fitted curve in the direction sought with a large enough effect; inconclusive = small, poorly fitted or top-dose-only effect, or another doubt; inactive = no such curve, though single readings can be large; an effect the other way counts as inactive or inconclusive.

Each structure is followed by: Mm-Cpn inhibitor	Nrf2 ARE act	A549 viability	CCT modulator	HepG2 tox	pAkt inh	Abeta yeast res	TGFb SMAD3 inh	Nrf2 inh
> O=C(CN1CCCCC1)N1c2ccccc2CCc2ccccc21
  -2.1%	1.5%	9.1%	-1.6	-11.2%	i	0.7%	41.0%[activator]	26.3%
> NC(c1ccccc1)c1csc(Nc2cc(Oc3ccccc3)ncn2)n1 (stereo not given)
  .	-1.7%	.	-1.9	11.2µM*	i	-11.8%	?	.
> Cc1ccc(C(=O)NC2CC(=O)N(c3ccc4c(c3)OCCO4)C2)cc1[N+](=O)[O-] (stereo not given)
  -0.7%	1.0%	3.3%	-4.2	-10.7%	i	-0.8%	-21.0%	-13.9%
> Cc1ccc(C(=O)Nc2nc3nc(C)cc(=O)n3[nH]2)cc1
  .	-0.7%	-1.0%	.	-3.5%	.	-5.1%	-42.7%	4.9%
> Cc1ccc(S(=O)(=O)Nc2ccc(N3CCOCC3)nc2)cc1
  1.2%	0.1%	-8.0%	-2.4	0.4%	i	-2.6%	2.4%	-40.6%
> COc1ccc(C2CC(c3cccc(C(F)(F)F)c3)=NN2c2ccc(S(N)(=O)=O)cc2)cc1 (stereo not given)
  -9.3%	-2.3%	-12.9%	-5.2	-113.3%	i	17.0%	?	23.1µM*
> Cc1ccc(CSCC(=O)NCc2ccco2)cc1
  -1.6%	-0.5%	-3.2%	-8.5	17.3%	i	15.0%	-6.4%	0.0%
> Cc1ccc(S(=O)(=O)N2CC(O)C2)cc1
  -3.3%	-0.9%	1.3%	-3.5	-4.0%	i	-6.8%	-5.9%	6.8%
> CC(=O)N/C(=C/c1ccc2c(c1)OCO2)C(=O)Nc1ccccc1
  2.0%	2.6%	3.3%	-4.7	-13.9%	i	-1.4%	15.6%	-5.0%
> CCCCNC(=O)C(Sc1ccccc1)c1ccccc1 (stereo not given)
  -0.4%	-0.3%	-8.1%	-4.6	12.1%	i	-1.4%	-34.1%	-3.7%
> O[C@H]1C[C@H](c2ccc(Cl)cc2)N(Cc2cccs2)C[C@@H]1n1cc(C2CC2)nn1
  .	-0.4%	.	0.0	-103.1%	i	-2.8%	?	.
> CN(C(=O)COC(=O)C1=COCCO1)c1c(N)n(Cc2ccccc2)c(=O)[nH]c1=O
  2.8%	0.2%	0.1%	-4.2	1.1%	i	5.3%	23.0%	-1.8%
> COC(=O)c1cc(OC(=O)CCc2ccc(OC)c(OC)c2)cc(C(=O)OC)c1
  -1.2%	-0.7%	-8.2%	-1.0	-3.6%	i	-0.5%	21.9%	1.6%
> O=C(CNS(=O)(=O)c1cccs1)N1CCN(c2cccc(C(F)(F)F)c2)CC1
  .	0.3%	-0.1%	.	-36.5%	.	-10.4%	-0.4%	.
> CSCC[C@H](NC(=O)Nc1ccc(C)cc1)C(=O)O
  3.3%	-0.3%	0.8%	-3.7	-7.9%	i	10.9%	7.7%	-1.9%
> Cc1cccc(-n2nnnc2SCC(=O)Nc2cccc(S(N)(=O)=O)c2)c1
  6.9%	-0.4%	-16.2%	-0.7	-32.0%	i	-2.1%	?	-17.8%
> CCCC(c1nnnn1CCOC)N1CCN(c2cccc(OC)c2)CC1 (stereo not given)
  -1.1%	0.1%	2.5%	-4.0	-10.0%	i	16.6%	?	.
> CC(C)(C)C(=O)Nc1cccc(C(=O)Nc2cc(C(=O)O)cc(C(=O)O)c2)c1
  0.7%	2.2%	2.5%	-2.4	15.0%	i	-9.1%	5.3%	6.0%
> COc1ccc(N2CCN(C(=O)CSc3nnc(NC(=O)C4CC4)s3)CC2)cc1
  2.0%	0.3%	3.8%	-2.4	3.0%	i	-1.5%	-0.1%	-9.8%
> COC(=O)c1ccc(C2C=C(c3ccc(Cl)cc3)Nc3nc4ccccc4n32)cc1 (stereo not given)
  .	11.8%	4.8%	.	-29.2%	.	-16.9%	?	.
> Cc1ccc(OCC(=O)Nc2nnc(C3CCCO3)s2)c(Br)c1 (stereo not given)
  ?	0.4%	2.0%	0.1	-2.5%	i	7.2%	9.6%	10.1%
> N#CC1=C2SCN(c3ccccc3)CN2C(=O)CC1c1c(Cl)cccc1Cl (stereo not given)
  -1.4%	7.3%	2.1%&12.8%	-1.5	7.1%&-7.5%	i	-10.1%	5.8%&0.1%	23.1%&17.8%
> COc1ccc(/C=C/C(=O)NC(=S)NN2CCCCC2c2cccnc2)cc1OC (stereo not given)
  0.8%	3.1%	9.1%	-1.1	3.4%	i	5.8%	8.3%	-0.8%
> COc1cccc2c1C(CO)N1C(C#N)C3CC(C(=O)O)C(C1C2)N3C (stereo not given)
  1.8%	-3.7%	-18.2%	-0.1	16.1%	i	-23.7%	1.26µM*	?
> Cc1nc(-n2nnc3cc(C)c(C)cc32)c2c3c(sc2n1)CCCC3
  2.5%	0.2%	-5.0%	0.0	2.9%	i	-3.8%	-8.2%	11.4%
> N#Cc1ccc(-c2ccc3nccn3c2)cc1
  .	3.0%[9.22 µM]	.	1.6	-3.8%	i	11.8%	-0.5%	.
> Cc1ccccc1OCCNc1cc(N2CCN(CCO)CC2)ccc1[N+](=O)[O-]
  ?	5.2%	-12.0%	2.0	-34.8%	i	4.2%	-8.6%	10.3%
> Cc1ccc(S(=O)(=O)N2[C@@H](c3ccccc3F)C(C(=O)O)=CC[C@H]2c2cccs2)cc1
  -1.7%	0.3%	-15.8%	-0.7	1.1%	i	-3.5%	?	-19.4%
> CCCCN(C=O)c1c(CC)nc2c(OCc3ccccc3C(=O)OC)cccn12
  .	0.5%	.	-1.0	-9.6%	i	-5.5%	?	.
> NC(=O)OCC(COC(N)=O)c1ccccc1
  -4.6%	-0.5%&0.0%	-1.6%&-6.1%	0.0&-0.5	-13.2%&-3.1%	i	-5.6%&-11.5%	15.0%&-3.0%	?
> CC(C)c1nnc(SCc2ccc(CSc3nnc(C(C)C)n3N)cc2)n1N
  .	0.3%	0.1%	0.5	6.6%	i	11.8%	12.6%	.
> CC1CCCCC1NC(=O)C1Cc2ccccc2CN1S(C)(=O)=O (stereo not given)
  -0.8%	-0.4%	20.5%	1.5	-23.0%	i	12.5%	7.4%	.
> COc1cccc(-c2cnc(C(O)c3ccc(C)cc3C)[nH]2)c1 (stereo not given)
  .	0.5%[9.22 µM]	.	-0.9	-1.7%	i	1.3%	6.2%	.
> COC(=O)c1ccccc1NC(=O)c1cc2nc(-c3ccc(OC)cc3)cc(C(F)(F)F)n2n1
  .	0.2%	-3.3%	.	-4.6%	.	-11.6%	7.3%	-13.8%
> O=C(c1ccncc1)N(Cc1cc2ccccc2[nH]c1=O)C1CCCCC1
  1.3%	0.0%	-11.7%	-0.3	-69.5%	i	0.3%	-18.4%	1.8%
> CC(OC(=O)c1snc(C(=O)NC2CCCCC2)c1N)C(=O)NC1CCCCC1 (stereo not given)
  1.4%	-0.3%	-29.4%	-1.5	-16.4%	i	10.3%	-3.2%	-27.1%
> COC(=O)N1c2ccccc2CCc2ccccc21
  1.1%	-0.2%	-8.0%	-1.1	-3.1%	i	12.6%	?	-2.3%
> CC(C)Nc1nnc(SCC(=O)Nc2ccc(F)cc2)s1
  -5.6%	2.7%	18.7%	-3.9	1.9%	i	-4.3%	-0.8%	-16.7%
> Cc1nc(-n2nc(C)c(Cc3ccc(Cl)cc3)c2C)sc1C(=O)N1CCCCC1C (stereo not given)
  .	0.5%	3.3%	.	8.2%	.	?	-5.7%	13.7%
> NC(=O)c1sc2nc3c(c(-c4ccccc4)c2c1N)CCC3
  -7.4%	-0.7%	9.6%	-2.8	-42.9%	i	-23.1%	?	9.2µM*
> CC1CCN(C(=O)CSc2nnc(CNC(=O)c3c(F)cccc3F)o2)CC1
  -1.2%	0.0%	-5.5%	-1.9	18.3%	i	7.4%	1.7%	-5.8%
